MT1-MMP txn act: MT1-MMP promoter reporter activation – cell-based, luciferase luminescence, primary screen; HT1080 MT1-MMP promoter luciferase reporter, overnight; stronger effect = higher value; activation factor at 10 µM; 86,000 compounds, 0.16% hits; AID 750, 2007;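 active means activation factor of at least 2 for MT1-MMP transcription at 10 µM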
FAK blocker: FAK kinase inhibitors, primary screen, biochemical; 97,000 compounds, 0.84% hits; Focal adhesion kinase 1 (Homo sapiens), Q05397; biochemical FAK kinase activity assay; inhibition, %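 (tested at 7 µM)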; in the data active means inhibition above about 19%;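 further: 0% = DMSO and 100% = reference compound high control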
E coli WT exp: growth inhibitors of wild-type E. coli, primary screen, strain BW25113, expanded library, OD600; OD600 absorbance; growth inhibition, % at 100 µM; 98,000 compounds, 0.15% hits;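 active means growth inhibition above about 50% at one test dose, limit read from the data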;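 further: growth measured after 20 h incubation at 37 °C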
PLAP act: PLAP enzyme activators, biochemical, luminescence, HTS. 96,000 compounds, 1.2% hits. AID 696, 2007. purified PLAP enzyme, luminescent substrate read-out; stronger effect = higher value. activation fold at 20 µM; in the data active means activation fold above about 2
Target sequence (P05187 whole entry, looked up): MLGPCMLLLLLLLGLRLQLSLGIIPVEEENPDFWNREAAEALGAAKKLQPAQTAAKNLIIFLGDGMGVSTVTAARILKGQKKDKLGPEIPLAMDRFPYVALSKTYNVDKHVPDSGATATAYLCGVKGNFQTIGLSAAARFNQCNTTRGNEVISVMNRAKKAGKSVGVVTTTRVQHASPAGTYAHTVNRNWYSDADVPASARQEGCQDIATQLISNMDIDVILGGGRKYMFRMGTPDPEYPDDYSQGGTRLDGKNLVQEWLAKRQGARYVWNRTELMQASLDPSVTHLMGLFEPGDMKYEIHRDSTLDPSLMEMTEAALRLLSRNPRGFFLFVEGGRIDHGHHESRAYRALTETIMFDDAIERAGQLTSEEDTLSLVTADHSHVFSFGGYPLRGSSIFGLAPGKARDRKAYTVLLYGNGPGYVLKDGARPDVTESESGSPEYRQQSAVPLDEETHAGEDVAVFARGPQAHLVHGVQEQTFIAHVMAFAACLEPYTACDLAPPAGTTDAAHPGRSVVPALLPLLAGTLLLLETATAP
The depositor's hits bear a star; / = no result given. These rows are one share of the data; count on the stated rates, not on these rows.

Short keys: A = MT1-MMP txn act; B = FAK blocker; C = E coli WT exp; D = PLAP act
O=C(O)c1ccccc1Nc1ccccc1C(=O)O
  A: /	B: 0.4	C: 10.0	D: 0.9
Cc1ccc(C(=O)OCn2ncc(Cl)c(Cl)c2=O)cc1
  A: /	B: 0.6	C: 0.0	D: 0.8
O=C(N/N=C/c1c(Nc2cccc(C(F)(F)F)c2)nc2ccccn2c1=O)c1ccccc1
  A: /	B: 0.1	C: -11.0	D: 1.1
COc1cc(/C=C/C(=O)Nc2cc(C(F)(F)F)ccc2Cl)cc(OC)c1OC
  A: /	B: -1.0	C: 0.0	D: 0.9
CC(C)Sc1cc(N2CCCC2)nc(-c2ccc(F)cc2)n1
  A: /	B: -1.1	C: -14.0	D: 1.1
CC1=NN(c2ccccc2)C(=O)C1C(=O)c1ccc(Cl)cc1 (stereo not drawn)
  A: /	B: 1.0	C: 8.0	D: 1
CC(C)C1=NN2C(=N)CC(=O)N=C2S1
  A: /	B: 6.3	C: -4.0	D: 0.9
CCN(CC)CC(=O)NCc1cc(-c2ccc(OC)cc2)no1
  A: /	B: -2.7	C: 8.0	D: 0.9
COc1ccc(CCC(C)Nc2cccc(C)c2)cc1 (stereo not drawn)
  A: /	B: 0.8	C: -2.0	D: 0.8
CCCn1c(Sc2nc3c(c(=O)[nH]c(=O)n3C)n2CCC)nc2c1c(=O)[nH]c(=O)n2C
  A: /	B: -4.7	C: -4.0	D: 0.9
COc1ccc(C)cc1NC(=O)CCC(=O)Nc1nnc(C(F)(F)F)s1
  A: /	B: -6.5	C: -6.0	D: 0.9
CCOC(=O)C(C)Sc1cc(CS(=O)(=O)c2ccccc2)nc(-c2ccccc2)n1 (stereo not drawn)
  A: /	B: 3.1	C: -20.0	D: 1.2
Cc1ccc(C(=O)Nc2ccccc2SCC2CSc3nc4ccccc4c(=O)n32)cc1 (stereo not drawn)
  A: /	B: 5.1	C: 3.0	D: 1.1
Cc1ccc(SCc2noc(C(=O)NC(C)C)c2C(=O)O)cc1C
  A: /	B: -3.8	C: -7.0	D: 1
N#Cc1ccc(-c2csc(NNC(=O)c3ccc(Br)cc3)n2)cc1
  A: /	B: 5.8	C: -4.0	D: 1.1
Cc1ccc(-c2nn(C(C)(C)C)c3ncnc(N)c23)cc1
  A: /	B: 38.8*	C: -5.0	D: 1
CCCN(CCC)C(=S)NC(=O)c1ccc(Cl)cc1Cl
  A: /	B: 1.7	C: 9.0	D: 1
O=C(Nc1cccc(F)c1)/C(=C\c1ccco1)NC(=O)c1cccs1
  A: /	B: -0.8	C: -23.0	D: 1.2
CN1CCCC1CCNC1C2CC3CC(C2)CC1C3 (stereo not drawn)
  A: /	B: -1.1	C: -1.0	D: 1
CC12CCC(C(=O)Nc3cccc4ccccc34)(C1Br)C2(C)C (stereo not drawn)
  A: /	B: 0.3	C: -2.0	D: 0.9
COc1cccc(CN2C(=O)C3CCCN3c3ccc(S(=O)(=O)N4CCOCC4)cc32)c1 (stereo not drawn)
  A: /	B: -1.3	C: -1.0	D: 1.5
Cc1ccc(C(=S)NCS(=O)(=O)c2ccc(C)cc2)cc1
  A: /	B: -1.4	C: 4.0	D: 0.8
CN(C)c1cc[n+](CC(=O)Nc2cc(C(F)(F)F)ccc2Cl)cc1
  A: /	B: -0.8	C: 14.0	D: 0.7
Cc1nnc(-c2cnn(-c3ccccc3)c2N)n1Cc1ccccc1
  A: /	B: -5.6	C: -2.0	D: 1
CCOc1cc(/C=N/NC(=O)c2cccc([N+](=O)[O-])c2)ccc1OS(=O)(=O)c1ccccc1
  A: /	B: 6.7	C: -10.0	D: 1

Next part, overlapping the part above by 2 compounds.
Short keys: A = MT1-MMP txn act; B = FAK blocker; C = E coli WT exp; D = PLAP act
Cc1nnc(-c2cnn(-c3ccccc3)c2N)n1Cc1ccccc1
  A: /	B: -5.6	C: -2.0	D: 1
CCOc1cc(/C=N/NC(=O)c2cccc([N+](=O)[O-])c2)ccc1OS(=O)(=O)c1ccccc1
  A: /	B: 6.7	C: -10.0	D: 1
Cc1ccc2oc(-c3cccc(NC(=O)Cc4cccs4)c3)nc2c1
  A: /	B: -10.6	C: -2.0	D: 0.8
COc1ccc(NC(=O)C2(c3ccc(NC(=O)c4ccc(C)cc4)cc3)CCCC2)cc1
  A: /	B: 5.4	C: -6.0	D: 0.9
O=C(O)/C=C/C(=O)Nc1ccccc1-c1ccccc1
  A: /	B: 2.5	C: -4.0	D: 0.9
Cc1ccc(NC(=O)N2CCC(=O)N2)cc1
  A: /	B: 0.7	C: -5.0	D: 0.9
Cc1ccc(NC(=O)CS(=O)CC(=O)NCCCc2ccccc2)cc1Cl (stereo not drawn)
  A: /	B: 5.5	C: -6.0	D: 0.9
O=C(NC(NC(=S)Nc1cc(Cl)ccc1Cl)C(Cl)(Cl)Cl)c1ccco1 (stereo not drawn)
  A: /	B: -6.0	C: 3.0	D: 1
COc1cccc(/C=N/NC(=O)c2cc(-c3cccn3C)n[nH]2)c1
  A: /	B: -1.2	C: 4.0	D: 1.2
COC(=O)c1sccc1NC(=O)CSc1cccc(Cl)c1Cl
  A: /	B: -1.7	C: -8.0	D: 0.7
COC(=O)c1c(NC(=O)Cn2cc([N+](=O)[O-])cn2)sc2c1CCC2
  A: /	B: -1.0	C: -5.0	D: 0.9
COc1ccc(/C=C2\N=C(c3c(-c4ccccc4)noc3C)OC2=O)cc1OC
  A: /	B: -3.8	C: 2.0	D: 1.5
CC(Oc1ccc(Cl)cc1Cl)C(=O)/C=C/N(C)C (stereo not drawn)
  A: /	B: -9.5	C: 5.0	D: 1
CCNCc1cc(OCC)c(OCC(=O)NCCc2ccccc2)cc1Cl
  A: /	B: -2.0	C: 0.0	D: 1.4
Clc1ccc(CN=C2Nc3ccccc3CS2)cc1
  A: /	B: -0.2	C: -2.0	D: 1.1
CCCCN(CCCC)CC1OCc2ccccc2CO1
  A: /	B: -1.2	C: 2.0	D: 1.3
COc1cc(Nc2nc(-c3ccccc3)c3cc(C)ccc3n2)cc(OC)c1OC
  A: /	B: 5.3	C: -10.0	D: 0.6
O=C(/C=C/c1ccc(F)cc1)NC(=S)Nc1ccccc1C(=O)NC1CCCCC1
  A: /	B: 3.5	C: 0.0	D: 0.9
O=C(Nc1ccc(Cl)cc1)OC(CN1CCCCC1)C(F)(F)F (stereo not drawn)
  A: /	B: 0.6	C: 12.0	D: 1
O=C(CSc1nc(-c2ccccc2)nn1C(=O)c1ccccc1)Nc1cccc([N+](=O)[O-])c1
  A: /	B: -2.2	C: 0.0	D: 1.1
CC(=O)c1cc(C#N)c(Oc2cccc(C(F)(F)F)c2)nc1C
  A: /	B: 2.2	C: 2.0	D: 1.3
Cn1cccc1/C=N/n1c(-c2ccccc2)n[nH]c1=S
  A: /	B: 6.9	C: -10.0	D: 0.9
Cc1cc(C)n(-c2cc(N3CCN(S(=O)(=O)c4ccc(C)c(C)c4)CC3)ccc2[N+](=O)[O-])n1
  A: /	B: -8.4	C: -11.0	D: 1
O=C(O)Cc1sc(-c2ccccc2)nc1-c1ccccc1
  A: /	B: -14.3	C: 2.0	D: 1.1
Cc1nc(S(=O)(=O)c2ccc(Cl)cc2Cl)nc2c1CCC2
  A: /	B: 8.0	C: -3.0	D: 1.1
CCOC(=O)c1sc(NC(=O)CN2C(=O)c3cccc4cccc(c34)C2=O)nc1C
  A: /	B: -5.0	C: 2.0	D: 1.1
CCCCOc1c(Br)cc(/C=C2\N=C(C)OC2=O)cc1OCC
  A: /	B: -4.8	C: 1.0	D: 1.3

Entries of single compounds, looked up by structure. Order of values: MT1-MMP txn act	FAK blocker	E coli WT exp	PLAP act
Listed for `Cn1cccc1/C=N/n1c(-c2ccccc2)n[nH]c1=S` → /	6.9	-10.0	0.9
Listed for `O=C(CSc1nc(-c2ccccc2)nn1C(=O)c1ccccc1)Nc1cccc([N+](=O)[O-])c1` → /	-2.2	0.0	1.1
Listed for `CCCCOc1c(Br)cc(/C=C2\N=C(C)OC2=O)cc1OCC` → /	-4.8	1.0	1.3
Listed for `O=C(NC(NC(=S)Nc1cc(Cl)ccc1Cl)C(Cl)(Cl)Cl)c1ccco1` (stereo not drawn) → /	-6.0	3.0	1

Other records
Short keys: A = MT1-MMP txn act; B = FAK blocker; C = E coli WT exp; D = PLAP act
O=C(Nc1ncn[nH]1)c1ccc([N+](=O)[O-])cc1[N+](=O)[O-]
  A: /	B: 3.9	C: 13.0	D: 1.7
O=S(=O)(Nc1ccc2c3c(cccc13)CC2)c1ccc(F)cc1
  A: /	B: 9.9	C: 5.0	D: 1.3
CCOC(=O)C1(S(=O)(=O)c2ccc(Cl)cc2)CCN(Cc2ccc(C)cc2)CC1
  A: /	B: -0.2	C: -10.0	D: 1.3
COc1cccc(-c2csc(N3CCN(C(=S)Nc4ccccc4)CC3)n2)c1
  A: /	B: -5.5	C: -8.0	D: 0.9
CCOc1ccc(Oc2ccc(-c3nnc(-c4ccccc4)o3)cc2[N+](=O)[O-])cc1
  A: /	B: -1.4	C: -11.0	D: 0.9
O=C(N/N=C/c1ccc(F)cc1)c1ccc(Br)cc1
  A: /	B: 2.2	C: -11.0	D: 0.9
Cc1ccc(NC(=S)NC2CC3CCC(C2)N3Cc2ccco2)cc1C (stereo not drawn)
  A: /	B: -1.0	C: 5.0	D: 1.1
CSc1nnc(C)c(/C=C/Nc2ccc(Cl)cc2)n1
  A: /	B: 5.1	C: -5.0	D: 1.1
O=C(Nc1ccc(OC(F)(F)F)cc1)c1n[nH]c(Cn2cncn2)n1
  A: /	B: 0.8	C: -2.0	D: 0.9
CC(/C=N/n1c(C2CCCCC2)n[nH]c1=S)=C\c1ccccc1
  A: /	B: 1.5	C: 1.0	D: 1.2
COc1ccc2sc3c(=O)[nH]c4ccccc4c3c2c1
  A: /	B: -330.4	C: -9.0	D: 1
O=C1OC(c2ccc(Cl)cc2)=N/C1=C\c1cccnc1
  A: /	B: -4.1	C: -14.0	D: 1
CCOc1ccc(/C=C/C(=O)c2c(O)c3ccccc3oc2=O)cc1
  A: /	B: -4.4	C: -16.0	D: 1.1
COc1ccc(N2CCN(CCNS(=O)(=O)c3cccc4nsnc34)CC2)cc1
  A: 1.1	B: /	C: 10.0	D: 0.9
CCn1c(CCNC(=O)c2ccc(OC)c(OC)c2)nc2ccccc21
  A: 1	B: -4.1	C: 6.0	D: /
COc1cccc(-c2nc(CS(=O)(=O)CC(=O)NCc3ccccc3OC)c(C)o2)c1
  A: 1.1	B: 0.8	C: 0.0	D: /
O=C(CCCCCn1c(=O)[nH]c2ccsc2c1=O)N1CCCCC1
  A: 1	B: 0.1	C: 10.0	D: /
O=C(c1cccs1)N1CCN(C(=O)C2CCCO2)CC1 (stereo not drawn)
  A: 1.1	B: -1.9	C: 4.0	D: /
O=C(O)c1cnn(-c2ccccc2)c1-n1cccc1
  A: 1.2	B: -5.2	C: -4.0	D: /
COc1ccc(CCNC(=O)C2(C)CCC(=O)N2CCC(C)C)cc1OC (stereo not drawn)
  A: 1.1	B: 0.4	C: 8.0	D: /
CC1=C(C(=O)N(C)Cc2ccccc2)C2(CCC(C)CC2)OC1=O (stereo not drawn)
  A: 1.1	B: 4.1	C: 4.0	D: /
CCCOc1ccc(C(=O)Nc2ccc(N3CCN(C(C)=O)CC3)cc2)cc1
  A: 1.1	B: 4.8	C: 3.0	D: /
COc1cccc(-c2nc(CS(=O)(=O)CC(=O)NCCC(C)C)c(C)o2)c1
  A: 1.1	B: -1.2	C: 2.0	D: /
COC(=O)Cc1cc(=O)n(-c2nc3ccccc3[nH]2)[nH]1
  A: 1	B: -3.3	C: 31.0	D: /
CC(C)(C)n1nnnc1C(c1cccs1)N1CCCC2(CCCCC2)C1 (stereo not drawn)
  A: 1	B: -1.8	C: 0.0	D: /

(further entries)
Short keys: A = MT1-MMP txn act; B = FAK blocker; C = E coli WT exp; D = PLAP act
CC(NC(=O)Nc1ccc(O)cc1)(C(F)(F)F)C(F)(F)F
  A: 1.1	B: 10.3	C: 3.0	D: /
CCOc1c(OC)cccc1C1CC(=O)Nc2cc(OC)c(OC)cc21 (stereo not drawn)
  A: 1.1	B: -1.2	C: 12.0	D: /
O=C(CN1C(=O)C2(OCCO2)c2ccccc21)c1ccc(Cl)cc1
  A: 1	B: 1.6	C: -14.0	D: /
CC(=O)Nc1nc2ccc(-c3nc4ccccc4o3)cc2s1
  A: 0.9	B: 8.1	C: -17.0	D: /
O=C(CNCc1ccco1)Nc1ccccc1-n1cccc1
  A: 1.1	B: -1.7	C: -4.0	D: /
O=C(Nc1ccccc1)c1ccc(S(=O)(=O)N2CCCCC2)cc1
  A: 1.1	B: -3.0	C: -11.0	D: /
COc1ccc(N2CCN(CC(=O)Nc3ccc(-n4cnnn4)cc3)CC2)cc1
  A: 1	B: -1.9	C: -21.0	D: /
CCOC(=O)N1CCC(NC(=O)C2=C(C)C(=O)OC23CCC(C)CC3)CC1 (stereo not drawn)
  A: 1.1	B: 2.0	C: -1.0	D: /
CCOC(=O)c1[nH]c(C)c(C(=O)NC2CCCCCC2)c1C
  A: 1	B: -2.1	C: -29.0	D: /

Screening data from PubChem.
